High-throughput results as filed in PubChem.
MC4R barr agon – agonists of human melanocortin 4 receptor (MC4R) beta-arrestin. hit rate 0.98% among 360,000. U2OS MC4R beta-arrestin complementation, luminescence; percent of melanotan II response, DMSO zero. activation, % at 8.9 µM. AID 540308;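 active means activation above a per-plate cutoff, the mean activation of sample wells on that plate plus 3 SD, cut at about 8% in these data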
MC4R antagonist – human MC4R antagonism in cAMP assay; inhibition, % at 6.5 µM; hit rate 0.48% among 360,000; P32245; MC4R-expressing cells, MTII-stimulated cAMP, LANCE TR-FRET;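 active means inhibition above its plate's cutoff, the mean of tested wells on that plate plus 3 SD, cut at about 29% in these data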;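 further: 0% = Melanotan II alone and 100% = Melanotan II plus saturating MCL0020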
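Test system: U2OS cells stably expressing human melanocortin 4 receptor (MC4R); also added: Melanotan II challenge; compound: 6.5 µM single dose; timing: 30-min compound preincubation, 1-h Melanotan II challenge, 1-h detection, room temperature; signal: Eu-cAMP/anti-cAMP TR-FRET, emission 671 nm; repeats: one well per compound, no replicates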
LMP1 NFkB inh – inhibitors of Epstein-Barr LMP1-induced NF-kappaB reporter. hit rate 0.69% among 350,000. LMP1-induced NF-kappaB luciferase reporter cells, luminescence. inhibition, % at 12.5 µM; in the data active means inhibition above about 41%;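 further: 0% = neutral control wells and 100% = reference inhibitor control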
TLR9-MyD88 inh – inhibitors of human TLR9-MyD88 binding; Q9NR96+Q99836; CHO BLA complementation TLR9-MyD88, CCF4 FRET ratio; inhibition, % at 4.98 µM; hit rate 0.21% among 340,000; AID 504734;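 active means inhibition above the mean over all tested compounds plus 3 SD, cut at about 21% in these data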;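 further: 0% = DMSO only wells and 100% = clavulanate BLA inhibitor control wells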
NCOA2 inhibitor – human SRC2 (NCOA2) inhibition | AID 651957 | inhibition, % at 9 µM | HEK293 GAL4-SRC2 luciferase reporter, luminescence | hit rate 0.17% among 370,000 | Q15596;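 active means inhibition above the mean inhibition of all tested compounds plus 3 SD, set per campaign, cut at about 52% in these data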;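 further: 0% = DMSO treated cells and 100% = cells given Gossypol at 36 µM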
Target sequence (Q15596 whole entry, looked up, the tested form may be a part): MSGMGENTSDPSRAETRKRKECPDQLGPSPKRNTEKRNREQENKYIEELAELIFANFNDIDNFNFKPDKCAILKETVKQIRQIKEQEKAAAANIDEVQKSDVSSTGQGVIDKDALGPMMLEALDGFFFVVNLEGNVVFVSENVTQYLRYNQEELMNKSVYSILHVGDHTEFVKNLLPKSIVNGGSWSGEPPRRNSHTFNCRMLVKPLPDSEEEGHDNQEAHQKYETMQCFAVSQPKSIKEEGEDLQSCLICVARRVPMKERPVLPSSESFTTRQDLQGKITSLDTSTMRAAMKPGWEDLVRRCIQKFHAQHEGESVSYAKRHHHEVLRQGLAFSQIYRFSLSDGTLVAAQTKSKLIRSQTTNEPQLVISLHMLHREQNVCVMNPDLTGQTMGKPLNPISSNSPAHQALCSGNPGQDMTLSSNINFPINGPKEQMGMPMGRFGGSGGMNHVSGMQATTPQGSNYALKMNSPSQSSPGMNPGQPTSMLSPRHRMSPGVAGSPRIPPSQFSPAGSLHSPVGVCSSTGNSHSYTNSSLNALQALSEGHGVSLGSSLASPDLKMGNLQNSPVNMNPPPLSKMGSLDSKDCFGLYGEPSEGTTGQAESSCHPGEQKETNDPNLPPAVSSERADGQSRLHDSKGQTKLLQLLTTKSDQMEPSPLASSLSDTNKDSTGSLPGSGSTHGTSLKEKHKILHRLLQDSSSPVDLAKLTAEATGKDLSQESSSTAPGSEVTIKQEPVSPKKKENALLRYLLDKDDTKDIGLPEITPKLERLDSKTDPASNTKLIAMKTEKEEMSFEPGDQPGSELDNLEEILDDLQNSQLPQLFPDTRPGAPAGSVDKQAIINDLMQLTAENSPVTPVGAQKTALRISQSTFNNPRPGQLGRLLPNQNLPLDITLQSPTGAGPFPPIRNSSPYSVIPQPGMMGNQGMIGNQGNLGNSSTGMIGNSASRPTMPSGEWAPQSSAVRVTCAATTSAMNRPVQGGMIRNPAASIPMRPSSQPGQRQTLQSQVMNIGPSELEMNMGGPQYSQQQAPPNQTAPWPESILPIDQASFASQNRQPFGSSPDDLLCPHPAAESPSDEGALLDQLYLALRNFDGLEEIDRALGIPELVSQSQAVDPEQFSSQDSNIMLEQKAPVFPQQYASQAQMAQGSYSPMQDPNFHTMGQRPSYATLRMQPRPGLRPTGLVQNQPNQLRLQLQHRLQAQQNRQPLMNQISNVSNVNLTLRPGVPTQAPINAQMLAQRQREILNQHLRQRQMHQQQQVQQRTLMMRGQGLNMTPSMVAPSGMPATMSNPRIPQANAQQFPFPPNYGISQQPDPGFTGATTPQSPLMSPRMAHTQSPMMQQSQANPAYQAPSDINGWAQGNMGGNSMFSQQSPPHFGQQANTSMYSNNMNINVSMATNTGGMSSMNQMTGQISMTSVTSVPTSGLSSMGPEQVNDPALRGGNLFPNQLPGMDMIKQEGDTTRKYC
NCOA1 inh – human NCOA1 inhibition; Q15788; HEK293 GAL4-SRC1 luciferase reporter, luminescence; inhibition, % at 3.6 µM; hit rate 0.12% among 360,000; AID 588354;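 active means inhibition above the campaign mean plus 3 SD, with each screening campaign given its own cutoff, cut at about 60% in these data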;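 further: 0% = DMSO treated cells and 100% = gossypol at 36 µM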
NOD2 RIPK2 PPI – inhibitors of human NOD2-RIPK2 interaction. O43353. CHO BLA complementation NOD2-RIPK2, CCF4 ratio. inhibition, % at 4.98 µM. hit rate 0.38% among 360,000; in the data active means inhibition above about 21%;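 further: 0% = vehicle only and 100% = reference blocker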
ABHD5-PLIN5 inh – inhibitors of human ABHD5-perilipin-5 interaction; Split G. princeps luciferase complementation, luminescence, 4 h; inhibition, % at 4 µM; hit rate 0.78% among 360,000; AID 602281;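 active means inhibition above the mean inhibition across every tested compound plus 3 SD, cut at about 22% in these data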;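 further: 0% = DMSO only wells and the 100% control is not disclosed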
COUP-TFII inh – inhibitors of human COUP-TFII (NR2F2). HEK293T NGFI-A luciferase reporter, luminescence. inhibition, % at 8.6 µM. hit rate 0.7% among 370,000;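 active means inhibition above a per-plate cutoff, mean inhibition of test wells between control levels plus 3 SD, cut at about 38% in these data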;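 further: cells cotransfected with COUP-TFII expression vector driving the NGFI-A reporter; 0% = median of COUP-TF2 test wells and 100% = reporter-only cells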
NCOA3 inh – inhibits human SRC3 coactivator | hit rate 0.17% among 360,000 | Q9Y6Q9 | inhibition, % at 3.6 µM | AID 588352 | HEK293 GAL4-SRC3 luciferase reporter, luminescence;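 active means inhibition above a per-campaign cutoff, the mean of all compounds plus 3 SD, cut at about 60% in these data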;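 further: 0% = DMSO-treated cells and 100% = gossypol-treated cells at 36 µM; higher means less SRC3-driven luciferase light from the GAL4 reporter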
LRH-1 inv ag – NR5A2 inverse agonism in reporter assay. inhibition, % at 3.6 µM. hit rate 0.13% among 360,000. HEK293T StAR-luciferase reporter, LRH-1 transfected, 24 h. O00482;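 active means inhibition above the mean inhibition of all tested compounds plus 3 SD, cut at about 73% in these data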;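 further: 0% = DMSO wells and 100% = reporter-only cells lacking LRH-1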
* marks the source's active call; other numbers are inactive results; . = no result given. This is a subset; the hit share may differ from the screen's.

SMILES	MC4R barr agon	MC4R antagonist	LMP1 NFkB inh	TLR9-MyD88 inh	NCOA2 inhibitor	NCOA1 inh	NOD2 RIPK2 PPI	ABHD5-PLIN5 inh	COUP-TFII inh	NCOA3 inh	LRH-1 inv ag
C=CCc1cccc(/C=N/NC(=O)C[n+]2ccccc2)c1O	-2.4	0	.	-4	16	18	1	5	5	35	19
C/C=C(\NC(C)=O)c1ccccc1	-0.3	7	-2	-74	0	5	4	6	7	2	3
COC(=O)[C@@]12C[C@@H](CC(=O)NCCC(C)C)C(=O)N(Cc3ccccc3)C1=CCC(C)(C)C2	.	.	.	.	-23	.	-2	7	6	.	16
O=C(Nc1ccc(F)c(Cl)c1)C1Cc2c(-c3ccc4c(c3)OCO4)ccnc2O1 (stereo unspecified)	0.9	6	.	.	1	-5	5	6	37	-2	-2
O=C(COC(=O)CCS(=O)(=O)c1ccccc1)Nc1ccccc1	-0.3	0	2	5	-6	9	-19	8	7	-7	-32
COc1cc(C)ccc1OCc1cc(C(=O)N(Cc2nccn2C)C(C)C)no1	-3.2	-4	-45	-18	-69	-106	-15	2	-49	-83	-84
CCn1nnnc1SCC(=O)N1c2ccccc2NC(=O)CC1C (stereo unspecified)	-1.4	-1	0	-7	-3	-1	2	6	-8	12	0
Cc1cc(OCC(=O)Nc2ccncc2)ccc1Cl	-0.5	4	6	4	13	0	5	6	20	10	18
COc1cc(C(=O)NNC(=O)COc2ccc(Cl)cc2)ccc1OCC(=O)N1CCOCC1	-1.1	-5	2	-11	-42	5	-10	-5	-5	-5	-14
CCOCCOCN(C#N)c1nc(OC)nc(N(C)C)n1	0.8	1	4	12	10	-6	4	0	-3	27	17
CC1CCCC(C)N1/N=C/c1ccc(C#N)cc1 (stereo unspecified)	-2.9	12	-2	-2	-60	-17	-2	-11	-16	-20	7
C[C@@H]1CN([C@@H](C)CO)C(=O)CCCn2nncc2CO[C@H]1CN(C)Cc1cccc2c1OCCCO2	-0.1	2	2	-1	5	-2	2	-3	4	1	-7
COc1ccc(-n2cnnc2SCC(=O)Nc2nc(C)c(Cl)cc2Cl)cc1	1.5	1	8	-6	1	12	-16	-7	18	9	15
O=C(CSc1nnc(CNC(=O)c2ccccc2F)o1)NC1CCCCC1	-0.2	-1	-8	9	-14	4	-13	-6	7	1	9
O=C(NNC1=C(C(=O)C(F)(F)F)CCC1)c1ccc(Br)cc1	1.1	6	-2	-1	-17	10	-11	-3	21	-8	-22
CCS(=O)(=O)c1nc(S(=O)(=O)c2ccc(Cl)cc2)c(N2CCN(CCO)CC2)s1	-1.9	3	8	-6	-17	-5	-5	-8	-4	-6	-18
Cc1ccc(-c2nc(C3CCN(S(C)(=O)=O)CC3)no2)cc1	1.3	-1	-6	2	-20	-34	-3	-6	-12	-24	-31
CC(C)(C)c1ccc(CCC(CC(=O)O)CC(=O)O)cc1	-0.5	8	-8	-8	23	-7	-14	4	-8	9	-8
O=c1oc(=O)c2ccccc2c2ccccc12	1.4	2	3	3	1	-3	0	-1	3	-9	21
CC1(C(=O)NS(=O)(=O)C2CC2)CCN(C(=O)c2c(F)cccc2F)C1 (stereo unspecified)	0.3	11	.	.	-14	-13	-13	-2	-20	-6	18
COC(=O)C(C(=O)OC)[C@@H]1C=C[C@H](C[N+](=O)[O-])N(C(C)=O)C1	-1.1	0	1	-12	4	-4	-9	-5	-1	-10	8
CC(C)NC(=O)C1CCN(C2CCN(Cc3cn[nH]c3-c3ccccc3)CC2)CC1	-0.2	5	-10	0	-2	9	1	-3	3	2	15
C[n+]1ccccc1/C=C1\Sc2ccccc2N1CCO	-1.1	11	-7	5	18	-2	4	9	1	14	-11
CCOC(=O)Cc1ccc(NS(=O)(=O)c2ccc(SC)cc2)cc1	-2.4	8	5	15	16	-4	-1	-7	0	-5	-3

Shown in markdown: part of the list above.
| Molecule | MC4R barr agon | MC4R antagonist | LMP1 NFkB inh | TLR9-MyD88 inh | NCOA2 inhibitor | NCOA1 inh | NOD2 RIPK2 PPI | ABHD5-PLIN5 inh | COUP-TFII inh | NCOA3 inh | LRH-1 inv ag |
| --- | --- | --- | --- | --- | --- | --- | --- | --- | --- | --- | --- |
| C=CCc1cccc(/C=N/NC(=O)C[n+]2ccccc2)c1O | -2.4 | 0 | . | -4 | 16 | 18 | 1 | 5 | 5 | 35 | 19 |
| C/C=C(\NC(C)=O)c1ccccc1 | -0.3 | 7 | -2 | -74 | 0 | 5 | 4 | 6 | 7 | 2 | 3 |
| COC(=O)[C@@]12C[C@@H](CC(=O)NCCC(C)C)C(=O)N(Cc3ccccc3)C1=CCC(C)(C)C2 | . | . | . | . | -23 | . | -2 | 7 | 6 | . | 16 |
| O=C(Nc1ccc(F)c(Cl)c1)C1Cc2c(-c3ccc4c(c3)OCO4)ccnc2O1 (stereo unspecified) | 0.9 | 6 | . | . | 1 | -5 | 5 | 6 | 37 | -2 | -2 |
| O=C(COC(=O)CCS(=O)(=O)c1ccccc1)Nc1ccccc1 | -0.3 | 0 | 2 | 5 | -6 | 9 | -19 | 8 | 7 | -7 | -32 |
| COc1cc(C)ccc1OCc1cc(C(=O)N(Cc2nccn2C)C(C)C)no1 | -3.2 | -4 | -45 | -18 | -69 | -106 | -15 | 2 | -49 | -83 | -84 |
| CCn1nnnc1SCC(=O)N1c2ccccc2NC(=O)CC1C (stereo unspecified) | -1.4 | -1 | 0 | -7 | -3 | -1 | 2 | 6 | -8 | 12 | 0 |
| Cc1cc(OCC(=O)Nc2ccncc2)ccc1Cl | -0.5 | 4 | 6 | 4 | 13 | 0 | 5 | 6 | 20 | 10 | 18 |
| COc1cc(C(=O)NNC(=O)COc2ccc(Cl)cc2)ccc1OCC(=O)N1CCOCC1 | -1.1 | -5 | 2 | -11 | -42 | 5 | -10 | -5 | -5 | -5 | -14 |
| CCOCCOCN(C#N)c1nc(OC)nc(N(C)C)n1 | 0.8 | 1 | 4 | 12 | 10 | -6 | 4 | 0 | -3 | 27 | 17 |
| CC1CCCC(C)N1/N=C/c1ccc(C#N)cc1 (stereo unspecified) | -2.9 | 12 | -2 | -2 | -60 | -17 | -2 | -11 | -16 | -20 | 7 |
| C[C@@H]1CN([C@@H](C)CO)C(=O)CCCn2nncc2CO[C@H]1CN(C)Cc1cccc2c1OCCCO2 | -0.1 | 2 | 2 | -1 | 5 | -2 | 2 | -3 | 4 | 1 | -7 |

(list continues)
SMILES	MC4R barr agon	MC4R antagonist	LMP1 NFkB inh	TLR9-MyD88 inh	NCOA2 inhibitor	NCOA1 inh	NOD2 RIPK2 PPI	ABHD5-PLIN5 inh	COUP-TFII inh	NCOA3 inh	LRH-1 inv ag
CCOC(=O)N1CCN(C(=O)CCc2ccc(S(=O)(=O)NC(C)C)cc2)CC1	-1.0	7	3	9	8	-3	-10	1	12	-5	-4
Cc1noc(C)c1COc1ccc(C(=O)NNC(=O)c2ccccc2F)cc1	-1.6	-8	9	-12	.	-1	-2	-14	.	30	9
Cc1ccc(-c2nc(N/N=C/c3ccncc3)c3ccccc3n2)cc1	2.2	12	2	-7	-38	-54	-2	9	-33	-57	-86
CN=c1sc2ccccc2n1CC(O)COc1ccccc1 (stereo unspecified)	-0.6	1	5	0	-15	2	0	3	-10	14	-2
COc1ccc(NC(=O)c2sc(N3CCOCC3)nc2-c2ccccc2)c(OC)c1	1.7	16	6	-10	12	11	-12	6	18	10	7
CCc1ccccc1NC(=S)N(CCN1CCCCC1)Cc1ccco1	-1.5	4	3	-2	-11	-17	-17	5	-5	-22	7
O=C(C1=C[C@H](c2ccccc2)C[C@H](OCc2ccc(CO)cc2)O1)N1CCOCC1	-1.5	-1	5	1	-9	-18	-15	1	-1	-13	-8
O=C(Oc1ccccc1/C=C\C(=O)c1cc2ccccc2o1)c1ccccc1	-1.5	3	-2	-7	-32	-42	-4	30*	-55	-57	-17
Cc1ccc(C(=O)NCCOc2ccc(Cl)cc2)cc1	-0.3	8	25	-8	-45	-17	-4	-1	-31	-28	-31
CC1(C(=O)NS(=O)(=O)c2ccccc2)CCN1C(=O)Cc1ccccc1Cl (stereo unspecified)	-1.8	7	.	.	-17	-6	6	-2	3	-5	8
COc1ccccc1NC(=O)c1ccccc1NS(=O)(=O)N1CCCC1	-1.7	7	-2	-5	5	2	-9	-5	3	6	24
Cc1ccc(-n2c(-c3ccco3)nc3c(cnn3-c3ccccc3C)c2=O)cc1	-0.5	-20	9	1	12	-4	2	6	-16	-9	38
Cc1nc(-c2ccc(C(=O)NCCO)cc2)cs1	-1.8	1	-9	7	4	-5	5	2	8	-3	-6
Cc1cc(=S)[nH]c(=S)[nH]1	-2.1	13	-5	3	0	5	-3	-1	-17	10	-5
CC(=O)Nc1ccc(/C=N/Nc2nc3ccccc3s2)cc1	-2.3	-2	-18	2	-34	-103	-11	2	-28	-92	-114
Clc1ccc(Nc2ncnc3c2nnn3Cc2ccccc2)cc1	20*	10	.	.	-28	-8	1	0	19	18	-10
C[C@H]1CN([C@@H](C)CO)S(=O)(=O)c2ccc(-c3cncnc3)cc2O[C@H]1CN(C)C(=O)NC1CCCC1	0.9	17	-5	-18	-6	-125	-9	1	10	-1	-20
Cc1ccc(S(=O)(=O)N2CCCC2)cc1C(=O)N1CCC(C)CC1	-2.3	15	0	3	-21	-6	-1	-2	5	1	1
O=C(Cn1ccc([N+](=O)[O-])n1)NCc1cccnc1	0.1	14	-5	5	6	8	1	-4	-6	10	17
O=C(Oc1coc(CSc2ncccn2)cc1=O)c1ccccc1[N+](=O)[O-]	0.2	12	6	1	1	13	-3	2	0	12	2
COC(=O)C1=C(C)N(C)C(=O)/C1=C\c1ccco1	0.6	5	-2	-3	-10	-4	-10	4	-2	-5	4
CCc1ccccc1NC(=S)NC1CC2CCCC(C1)N2Cc1cccs1 (stereo unspecified)	-0.2	8	-48	-2	-15	5	0	-3	-11	-5	6
O=C(Nc1ccccc1F)N(Cc1ccc(F)cc1)Cc1nc2ccccc2c(=O)[nH]1	-2.6	-5	-1	4	-3	-47	-4	-2	18	0	6
